PTHR1 agonist = qHTS for PTHR1 Agonists: Primary Screen. Parathyroid hormone/parathyroid hormone-related peptide receptor (Homo sapiens), Q03431. HEK293 GP2 PTHR1 cells, GloSensor cAMP luminescence, 1 h. Potency, µM (highest dose often 115 µM), for the others: at the highest dose activation, actives largely listed as activators. hit rate 0.075% among 410,000. AID 743266, 2014; note: nearly all actives have a fitted effect of over 55% in size; some results filed as inactive show a strong effect at the top dose; inactives centre near -15; many of its hits are not listed in these tables
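HEK-293-derived GP2 cells expressing PTHR1 and a GloSensor cAMP reporter, 3,000/well, plated overnight, given luciferin plus IBMX (each 0.5 mM as added) for 1 h at 37 °C, then compound for 1 h at 37 °C. Luminescence was read after 15 min at room temperature.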
EPAC1 antag = qHTS for Antagonist of cAMP-regulated guanine nucleotide exchange factor 3 (EPAC1): primary screen; Rap guanine nucleotide exchange factor 3 (Homo sapiens), O95398; EPAC1 GEF assay, Rap1b-BODIPY-GDP exchange fluorescence; Potency, µM (doses to about 115 µM), for the others: at the top dose activity change, negative = inhibition, actives largely listed as inhibitors; hit rate 0.14% among 360,000; AID 720709, 2013;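 note: plate controls were vehicle for no effect and positive control for full effect; nearly all actives have a fitted effect of over 50% in size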
FUS yeast rescue = qHTS for Suppressors of FUS Proteinopathy: Primary screen using FUS-linked yeast assay; S. cerevisiae FUS-expressing, growth rescue, OD600, 24 h; Potency, µM (highest dose often 76.6 µM), for inactives: at the top dose growth rescue (activation), usual class: activators; hit rate 0.24% among 390,000; AID 1347120, 2019;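 note: plate controls were DMSO vehicle for no effect and reference control for full effect; nearly all actives have a fitted effect of over 55% in size; some results filed as inactive show a strong effect at the top dose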
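Quantitative HTS measuring growth restoration of FUS-toxic yeast. Galactose-induced cells (OD 0.005) were exposed 24hr at 30C to compounds at several concentrations, then absorbance at 600 nm was recorded.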
EPAC2 antag = qHTS for Antagonist of cAMP-regulated guanine nucleotide exchange factor 2 (EPAC2): primary screen. Rap guanine nucleotide exchange factor 4 (Homo sapiens), Q8WZA2. EPAC2 GEF exchange of Rap1B-BODIPY-GDP, fluorescence. Potency, µM (doses to about 114 µM), inactives show at the top dose activity, negative = inhibition, hits mostly inhibitors. hit rate 0.18% among 360,000. AID 720708, 2013; note: % is set by controls: 0 for no effect and ±100 for the full control effect; nearly all actives have a fitted effect of over 45% in size; many of its hits are not listed in these tables
Target sequence (Q8WZA2 whole entry, looked up): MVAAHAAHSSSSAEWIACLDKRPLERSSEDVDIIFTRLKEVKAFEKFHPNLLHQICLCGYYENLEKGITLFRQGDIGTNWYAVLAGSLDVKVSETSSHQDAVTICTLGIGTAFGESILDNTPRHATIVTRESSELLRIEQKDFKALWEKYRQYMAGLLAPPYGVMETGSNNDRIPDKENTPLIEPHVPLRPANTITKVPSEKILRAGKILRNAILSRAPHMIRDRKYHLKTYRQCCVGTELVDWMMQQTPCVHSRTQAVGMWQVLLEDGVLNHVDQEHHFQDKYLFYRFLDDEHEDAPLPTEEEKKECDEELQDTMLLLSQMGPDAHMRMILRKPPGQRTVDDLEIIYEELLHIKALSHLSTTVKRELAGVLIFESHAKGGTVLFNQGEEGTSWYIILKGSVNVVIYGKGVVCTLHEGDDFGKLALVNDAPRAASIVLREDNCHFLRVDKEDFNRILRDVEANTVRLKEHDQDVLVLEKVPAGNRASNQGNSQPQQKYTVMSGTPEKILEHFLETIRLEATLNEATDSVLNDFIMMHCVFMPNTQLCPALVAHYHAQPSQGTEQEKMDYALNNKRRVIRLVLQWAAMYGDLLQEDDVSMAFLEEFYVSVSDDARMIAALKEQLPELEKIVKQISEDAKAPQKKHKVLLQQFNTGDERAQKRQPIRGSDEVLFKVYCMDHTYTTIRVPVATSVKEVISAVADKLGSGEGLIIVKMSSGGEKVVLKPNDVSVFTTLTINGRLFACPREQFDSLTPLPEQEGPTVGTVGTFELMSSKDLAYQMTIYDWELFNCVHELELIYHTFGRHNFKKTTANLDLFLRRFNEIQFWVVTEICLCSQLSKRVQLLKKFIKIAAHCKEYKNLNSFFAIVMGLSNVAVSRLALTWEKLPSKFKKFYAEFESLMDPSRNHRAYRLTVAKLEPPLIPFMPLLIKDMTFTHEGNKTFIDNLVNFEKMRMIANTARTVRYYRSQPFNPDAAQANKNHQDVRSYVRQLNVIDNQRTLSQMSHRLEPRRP
EPAC1 agonist = qHTS for Agonist of cAMP-regulated guanine nucleotide exchange factor 3 (EPAC1): primary screen; Rap guanine nucleotide exchange factor 3 (Homo sapiens), O95398; EPAC1 agonist qHTS, biochemical assay; response scale: 100% = response to 6.5 mM cAMP; Potency, µM (highest dose often 154 µM), inactives show at the top dose activation, most hits filed as activators; hit rate 0.073% among 360,000; AID 720707, 2013; note: nearly all actives have a fitted effect of over 60% in size
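Fluorescent GDP-exchange assay: 100 nM EPAC1 with 250 nM Rap1B preloaded with BODIPY-GDP and 50 uM GDP; compounds tested as concentration series, 5 min at room temperature, then read every 5 min for 30 min (ex 480/em 540 nm); normalized to 6.5 mM cAMP.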
aSyn rescue = qHTS of alpha-syn Inhibitors; Yeast expressing alpha-synuclein, growth rescue, BacTiter-Glo, 24 h; Potency, µM (top dose mostly 46.1 µM), without a hit: top-dose growth rescue (activation), usual class: activators; hit rate 0.14% among 370,000; AID 652106, 2013; note: % of control where 0% means no effect; nearly all actives have a fitted effect of over 65% in size
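Readout is rescue of growth in alpha-synuclein-expressing yeast, so inhibitors of toxicity appear as activators. Growth after 24 hr at 30 deg C in galactose medium is quantified by luminescence.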
TDP-43 yeast inh = qHTS of TDP-43 Inhibitors; TDP-43 expressing yeast growth rescue, BacTiter-Glo, 24 h; Potency, µM (series often up to 46.1 µM), without a hit: at the top dose growth rescue (activation), hits mostly activators; hit rate 1.8% among 410,000; note: % of control where 0% means no effect; nearly all actives have a fitted effect of over 50% in size
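Readout is BacTiter-Glo luminescence of cell growth, so inhibitors register as activators. TDP-43-expressing yeast at OD600=0.02 in galactose medium, after raffinose pregrowth to mid-log, were incubated with compound for 24 hr at 30 deg C.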
EPAC2 agonist = qHTS for Agonist of cAMP-regulated guanine nucleotide exchange factor 4 (EPAC2): primary screen; Potency, µM (top dose mostly 154 µM), inactives show at the top dose activation, actives largely listed as activators; Rap guanine nucleotide exchange factor 4 (Homo sapiens), Q8WZA2; EPAC2 activation, biochemical qHTS; response scale: 100% = 6.5 mM cAMP response; hit rate 0.079% among 360,000; note: nearly all actives have a fitted effect of over 50% in size
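Exchange assay: 100 nM EPAC2 with 250 nM Rap1B-BODIPY-GDP and 50 uM GDP. Fluorescence (ex 480/em 540 nm) read every 5 min for 30 min at room temperature. Data normalized to 6.5 mM cAMP as agonist control.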
The depositor's hits bear a star; i = inactive; u = inconclusive; x = not tested or not shown; & = joins results of further samples; [ ] = remark or other dose. Calls come from the whole dose curve; as a rule, active = well fitted curve in the direction sought with a large enough effect; inconclusive = small, poorly fitted or top-dose-only effect, or another doubt; inactive = no such curve, though single readings can be large; an effect the other way counts as inactive or inconclusive. Potency is the fitted concentration of half-maximal effect. The list is partial; the hit share may differ from the screen's.

molecule	PTHR1 agonist	EPAC1 antag	FUS yeast rescue	EPAC2 antag	EPAC1 agonist	aSyn rescue	TDP-43 yeast inh	EPAC2 agonist
O=C(NC(Cc1ccccc1)C(=O)O)/C(=C/c1ccccc1)NC(=O)c1ccco1 (stereo not drawn)	-11%	-7%	-3%	9%	-12%	-10%	-10%	4%
COC(=O)c1c(NC(=O)c2cccnc2)sc(C)c1C	-6%[57.5 µM]	-4%	4%	0%	-7%	5%	u	0%
Cc1cc(N/N=C/c2ccc(O)cc2O)nc(-c2ccccc2O)n1	-28%	-12%	7%	-1%	-7%	-9%	26%	-5%
COc1cc2c(cc1OC)C(c1ccccc1)N(C(=O)C(C)(C)C)CC2 (stereo not drawn)	u	-27%	-33%	-9%	-1%	-6%	11%	0%
Cc1c(F)cccc1NS(=O)(=O)c1ccc2c(c1)c(=O)n(C)c(=O)n2C	i	7%	13%	-15%	3%	8%	-10%	-5%
COc1cc(SC)ccc1C(=O)NCCc1c[nH]c2ccccc12	-47%[inhibitor]	1%	26%	-1%	15%	-22%	u	17%
CC(=O)c1ccc(Nc2cc(C)nc3ncnn23)cc1	-17%	-6%	-13%	1%	8%	5%	20%	4%
CCOC(=O)N1CCC(NC(=O)CCC(=O)c2ccccc2)CC1	i	15%	8%	10%	4%	10%	12%	5%
CCCC(=O)Nc1nc(C)c(-c2csc(Nc3ccc(Cl)cc3)n2)s1	-28%	u	u	-4%	4%	-2%	14µM*	4%
Cc1ccc(/C=N/NC(=O)c2cccc(NC(=O)c3ccccc3Cl)c2)o1	i	-10%	u	-9%	10%	-2%	-15%	9%
Cc1cccc(C)c1NC(=O)CSc1cc(C(=O)c2nccn2C)c2ccccc2n1	-10%	0%	17%	13%	-11%	0%	-13%	-9%
Oc1cc(-n2cccn2)c(O)cc1-n1cccn1	i	-7%	-7%	7%	8%	6%	u	3%
Cc1onc(-c2c(Cl)cccc2Cl)c1C(=O)N=C(N)N1CCCC1	i	6%	3%	8%	-2%	13%	-8%	2%
CN(C)S(=O)(=O)c1ccc(C(=O)OCC(=O)c2csc(N3CCCCC3)n2)cc1	-67%[inhibitor]	23%	4%	18%	1%	-1%	-13%	0%
CC(=O)N1CCOc2ccc(S(=O)(=O)Nc3ccc(Cl)cn3)cc21	i	12%	15%	-3%	7%	-10%	-5%	8%
O=C(Nc1ccc(F)c(Cl)c1)N1CCCC1	i	-3%	9%	6%	7%	-30%	-20%	-1%
COc1ccc(CNC(=O)COC(=O)/C=C/c2cccs2)cc1	-5%	0%	-7%	2%	-4%	-2%	0%	7%
CC(C)C(NS(=O)(=O)c1ccccc1)C(=O)N1CCN(C(=O)c2ccco2)CC1 (stereo not drawn)	-23%	-4%	x	3%	3%	-1%	10%	4%
Cc1cccc(NC(=O)c2ccc3nc(N4CCOCC4)sc3c2)c1C	-32%[inhibitor]	-28%	-14%	12%	0%	-9%	u	8%
CC(O)CN1CCN(C(=O)CN2C(=O)NC(c3ccccc3)(c3ccccc3)C2=O)CC1 (stereo not drawn)	i	11%	-4%	5%	2%	1%	-1%	-2%

(next part)
molecule	PTHR1 agonist	EPAC1 antag	FUS yeast rescue	EPAC2 antag	EPAC1 agonist	aSyn rescue	TDP-43 yeast inh	EPAC2 agonist
CCCOc1ccc(CSc2ncn[nH]2)cc1	-5%[57.5 µM]	5%	-14%	2%	-1%	17%	u	-4%
CCOc1ccc(NC(=O)CN(C)C(=O)c2c(-c3ccccc3Cl)noc2C)cc1OCC	-3%	-1%	9%	-2%	-8%	6%	21%	-3%
CC(C)c1ccc(NC(=O)C2CC(=O)N(C(C)C)C2)cc1 (stereo not drawn)	i	12%	10%	5%	-5%	-7%	-6%	-5%
CC1CN(C(=O)c2ccc(S(=O)(=O)Nc3cccc(C(F)(F)F)c3)cc2)CC(C)O1 (stereo not drawn)	-38%	0%	-6%	-3%	-2%	2%	15%	4%
CSCCC(NC(=O)c1ccco1)c1nc2ccccc2[nH]1 (stereo not drawn)	i	11%	-2%	5%	8%	-19%	-6%	16%
CCOc1cc(/C=C\c2nc(O)c([N+](=O)[O-])c(=O)[nH]2)ccc1OC(C)CC (stereo not drawn)	i	-12%	-11%	-8%	-11%	-2%	-2%	-4%
Cc1ccc(/C=C/C(=O)NCc2cccs2)o1	-25%	14%	10%	10%	1%	14%	13%	5%
Cc1ccc(Nc2nc(Cl)nc3ncn(C)c23)c(C)c1	-24%	5%	10%	-7%	2%	-7%	16%	5%
N#CCCn1[nH]c(-c2ccccc2)cc1=O	-6%	-8%	x	5%	-4%	0%	25%	8%
COc1ccccc1C(=O)NCCC(=O)N1CCCCC1	i	-2%	3%	4%	-7%	3%	13%	0%
COc1ccccc1N=CC=C1OC(C)(C)C(C)(C)O1	-17%	5%	32%	5%	5%	-6%	-20%[9.22 µM]	10%
N#Cc1c(NC(=O)C2CCCO2)sc2c1CCCCCC2 (stereo not drawn)	i	-1%	x	-13%	1%	8%	u	-3%
Cc1ccc(S(=O)(=O)Nc2c3ccccc3nc(=O)n2-c2ccccc2)cc1	i	5%	6%	-3%	-3%	7%	6%	-1%
O=S(=O)(NC1CCCCC1)c1ccc(F)c2ccccc12	-18%[57.5 µM]	-15%	11%	-5%	21%	0%	7%	1%
O=C(O)CN1C(=O)/C(=C\c2ccccc2OCc2ccc(Cl)cc2)SC1=S	-25%	u	20%	-9%	9%	-29%	-8%	3%
O=C(COC(=O)/C=C/c1ccco1)NCc1ccccc1Cl	i	-5%	27%	10%	-7%	1%	u	7%
CC1(C)CC(NC(=O)C(c2ccccc2)c2ccccc2)CC(C)(C)N1	-4%	5%	-21%	14%	20%	-5%	8%	13%
CN1C(C(=O)Nc2ccc(OC(F)(F)F)cc2)=CC(c2ccc3c(c2)OCO3)=NS1(=O)=O	-7%	-5%	6%&-15%	-4%	-8%	-4%	-5%&5%	-16%
O=C(CNC(=O)c1ccc(-c2ccccc2)cc1)OCc1c(Cl)cccc1Cl	i	-3%	-11%	-5%	12%	0%	8%	-2%
CC(=O)N1N=C(c2ccccc2)CC1c1cccc([N+](=O)[O-])c1 (stereo not drawn)	-36%[inhibitor]	1%	-4%	0%	-4%	4%	13µM*	0%

Given with two lines to a compound: entries from further up.
Every second line gives: PTHR1 agonist, EPAC1 antag, FUS yeast rescue, EPAC2 antag, EPAC1 agonist, aSyn rescue, TDP-43 yeast inh, EPAC2 agonist
- Cc1ccc(Nc2nc(Cl)nc3ncn(C)c23)c(C)c1
 : -24%, 5%, 10%, -7%, 2%, -7%, 16%, 5%
- N#CCCn1[nH]c(-c2ccccc2)cc1=O
 : -6%, -8%, x, 5%, -4%, 0%, 25%, 8%

Following part.
molecule	PTHR1 agonist	EPAC1 antag	FUS yeast rescue	EPAC2 antag	EPAC1 agonist	aSyn rescue	TDP-43 yeast inh	EPAC2 agonist
Cc1noc(COc2ccc(OCc3nc(C)no3)cc2)n1	-11%	7%	-14%	12%	-5%	-8%	14%	1%
CCOc1ccc(-c2noc([C@@H]3O[C@H](CO)[C@@H](O)[C@H]3O)n2)cc1	i	-3%	-24%	2%	-5%	0%	20%	3%
C=CCOc1ccc(C2=NOC(C(=O)Nc3ccc4c(c3)OCCO4)C2)cc1 (stereo not drawn)	-7%	-18%	21%	-10%	15%	5%	u	15%
Cn1c(=O)c2c(SCC(=O)NCC3CCCO3)nc(CC(C)(C)C)nc2n(C)c1=O (stereo not drawn)	-18%	-11%	32%	4%	-8%	2%	9%	-2%
COc1ccc(C2SCC(=O)N2CC23CC4CC(CC(C4)C2)C3)cc1 (stereo not drawn)	i	12%	35%	4%	2%	5%	0%	12%
O=C(NC(=S)N1CCOCC1)C12CCC3CC(CC(C3)C1)C2	i	-22%	3%	1%	3%	-5%	29%	2%
COc1ccc(-n2cnnc2SCC(=O)Nc2cccc([N+](=O)[O-])c2)cc1	-1%	-13%	5%	-2%	13%	0%	-5%	5%
CN(CC(=O)Nc1sccc1C(N)=O)S(=O)(=O)c1ccc(Cl)cc1	i	14%	x	-6%	10%	-4%	-29%	2%
COc1cc(OC)c2c(=O)cc(-c3ccccc3)oc2c1	-45%[inhibitor]	-10%	13%	-15%	-23%	-8%	35µM*	-3%
CC(=O)Nc1ccc(S(=O)(=O)N2CCc3cc4c(cc3C2)OCCCO4)cc1	i	3%	-21%	24%	0%	2%	0%	0%
CCS(=O)(=O)c1nc(S(=O)(=O)c2ccc(Cl)cc2)c(NCCCN2CCOCC2)s1	-29%	-9%	21%	-7%	7%	1%	-1%	3%
CCOc1ccc(S(=O)(=O)N2CCC(C(=O)NCC3CCCO3)CC2)cc1Cl (stereo not drawn)	i	4%	-7%	-4%	13%	0%	-21%	18%
COc1cccc(C(=O)NC(=S)Nc2ccc3[nH]c(=O)[nH]c3c2)c1	i	-3%	u	14%	-6%	-1%	-2%	4%
Nc1ccc2nc(N3CCOCC3)sc2c1	-20%	-10%	-3%	1%	2%	-9%	12%	4%
COC(=O)c1ccccc1NC(=O)CSc1nncn1-c1ccccn1	0%	5%	-10%	-3%	-3%	-4%	u	-4%
Cc1ccc(NC(=O)COC(=O)/C=C/c2cccc(Cl)c2)cc1S(=O)(=O)N1CCOCC1	-15%	-20%	5%	-1%	14%	6%	-3%	20%
COc1ccc(C(=O)OCC(=O)Nc2ccc(F)cc2F)cc1OC	i	9%	23%	-2%	0%	1%	1%	3%
CCC(=O)Nc1cccc(-n2nnnc2SCC(=O)c2ccc(C)c(C)c2)c1	-32%[inhibitor]	0%	9%	2%	0%	7%	19%	6%
O=C1CC(c2ccc(F)cc2)CC2=C1C=Nc1ccccc1N2 (stereo not drawn)	-63%[inhibitor]	10%	17%	4%	-3%	-3%	22µM*	16%

Assay outcomes deposited in PubChem by National Center for Advancing Translational Sciences (NCATS).
